# Vif-A3F inh – blocks the Vif interaction with APOBEC3F. 390,000 tested, 0.2% active. Potency, µM (titrated, usually from 46.1 µM), without a hit: top-dose activity, negative = active. HeLa A3F-eYFP + Vif (tagged APOBEC3F with the HIV-1 protein that degrades it), YFP fluorescence increase; also: potency is read from the fitted curve at half-maximal effect; % of control where 0% means no effect; nearly all actives have a fitted effect of over 65% in size
#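 HeLa cells stably expressing Vif plus C-terminally eYFP-tagged A3F were seeded, incubated overnight at 37 deg C, dosed with compound, incubated overnight again at 37 deg C. Yellow fluorescence (Ex 488/Em 500-530) reported blocked Vif-mediated A3F-eYFP degradation.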
# LDHA block – LDHA (human) enzyme inhibition. P00338. purified LDHA, NADH/diaphorase-resazurin fluorescence; stronger effect = lower value. activity change, % (values are at about 110 or 230 µM). 480,000 tested, 0.15% active; in the data active = activity change below about -30%; inconclusive = mostly about -25% to -30%;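 also: plate controls were DMSO wells for no effect and wells without enzyme for full effect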
#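 Resorufin fluorescence (ex540/em590), read at 0 and 20 min after diaphorase/resazurin addition, reports the NADH left after a 5 min room-temperature reaction of 2 nM human LDH5 with 0.06 mM NADH and 0.2 mM pyruvate.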
# D2 ag – D2 dopamine receptor (human) agonism. 340,000 tested, 0.53% active. HEK293 T-REx D2 cells, calcium flux agonist mode. activation, % at 2 µM;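 active = activation over 3 SD above normal in the single-dose calcium agonist read, cut at about 30% in these data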; also: 0% is about no effect
# Target sequence (P14416 whole entry, looked up): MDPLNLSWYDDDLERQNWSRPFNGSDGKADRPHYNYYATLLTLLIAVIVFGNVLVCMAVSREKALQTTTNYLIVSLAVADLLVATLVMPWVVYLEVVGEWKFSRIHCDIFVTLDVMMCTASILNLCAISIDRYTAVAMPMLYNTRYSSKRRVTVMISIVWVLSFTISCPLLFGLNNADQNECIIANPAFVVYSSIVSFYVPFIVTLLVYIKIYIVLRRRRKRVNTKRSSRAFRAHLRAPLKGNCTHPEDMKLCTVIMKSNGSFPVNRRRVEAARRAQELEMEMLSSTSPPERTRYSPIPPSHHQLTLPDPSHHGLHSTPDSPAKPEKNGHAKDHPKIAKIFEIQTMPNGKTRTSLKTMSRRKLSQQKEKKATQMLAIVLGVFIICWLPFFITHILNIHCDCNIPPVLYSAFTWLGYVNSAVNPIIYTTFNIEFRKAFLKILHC
#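 In this primary screen, compounds producing a positive calcium signal within 180 s of addition to tetracycline-induced, force-coupled HEK293 Trex D2 cells are flagged; cells are dye-loaded with a no-wash calcium kit beforehand.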
# ERG-DNA inh – inhibitors of human ERG Ets domain-DNA interaction; P11308; fluorescence polarization, His-ERG Ets domain / labelled DNA; Potency, µM (series often up to 76.9 µM), inactives show at the highest dose FP activity, negative = inhibition, actives largely listed as inhibitors; 370,000 tested, 0.028% active; AID 624246; active = well fitted inhibition curve with a large enough effect in the polarisation, with a control signal flat; inconclusive = small, poorly fitted or top-dose-only effect, or effect the other way, or a change in a side signal; inactive = no such curve, though single readings can be large or run the other way; the % refers to the polarisation;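 also: polarization taken with two DNA probes labelled with fluorescein and Texas red; potency is read from the fitted curve at half-maximal effect; % of control where 0% means no effect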
#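 His-tagged ERG Ets domain (1 uM in the protein solution; 300mM KCl, 50mM Tris-HCl, 1mM EDTA, 1mM DTT, pH 7.5) received compound, then a probe mix of 5 nM fluorescein-DNA and 100nM Texas-615-DNA. Fluorescence polarization was read for both dyes.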
# 12-LOX inh – ALOX12 (human) lipoxygenase inhibition | purified 12hLO, xylenol orange hydroperoxide absorbance | P18054 | AID 1671190 | Potency, µM (series often up to 108 µM), for the others: top-dose activity change, negative = inhibition, actives largely listed as inhibitors | 580,000 tested, 1.1% active; also: potency is read from the fitted curve at half-maximal effect; % is scaled to controls: 0 for no effect and ±100 for the full control effect
#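 Purified human 12hLO at 150 nM in 25 mM Hepes, 0.01% Triton X-100, pH 7.0, preincubated 15 min at room temperature with compound. Reaction started with 40 uM arachidonic acid, 30 min at room temperature. Hydroperoxide measured by Fe-xylenol orange, 573/405 nm absorbance ratio.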
# RGS4 inhibitor – blocks human RGS4-accelerated GTP hydrolysis | P49798 | Transcreener GDP fluorescence polarization, RGS4-accelerated GTP hydrolysis | Potency, µM (series often up to 114 µM), for the others: top-dose activity change, negative = inhibition, most hits filed as inhibitors | 390,000 tested, 0.039% active; also: potency is read from the fitted curve at half-maximal effect; % is scaled to controls: 0 for no effect and ±100 for the full control effect; nearly all actives have a fitted effect of over 75% in size; some results filed as inactive show a strong effect at the top dose
# Target sequence (P49798 whole entry, looked up): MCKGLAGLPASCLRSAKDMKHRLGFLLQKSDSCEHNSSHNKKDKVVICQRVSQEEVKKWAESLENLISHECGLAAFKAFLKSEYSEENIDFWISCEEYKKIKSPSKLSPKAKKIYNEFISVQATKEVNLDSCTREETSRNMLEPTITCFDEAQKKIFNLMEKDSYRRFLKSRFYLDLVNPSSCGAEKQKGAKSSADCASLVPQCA
#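 MLSMR compounds (23 nl, pin-transferred) preincubated 10 min at room temperature with a 500nM (2x) first reagent, then RGS4 at 900nM (2x) plus Transcreener GDP mix added; fluorescence polarization (620/688 nm) read before and after 90 min at 30 °C.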
# Vif-APOBEC3G blk – Vif-A3G binding inhibition. Q9HC16. HeLa A3G-eYFP + Vif (tagged APOBEC3G with the HIV-1 protein that degrades it), YFP fluorescence, overnight. Potency, µM (top dose mostly 46.1 µM), without a hit: at the top dose activity, negative = active, hits mostly inhibitors. 410,000 tested, 0.076% active;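 also: potency is read from the fitted curve at half-maximal effect; % is scaled to controls: 0 for no effect and ±100 for the full control effect; nearly all actives have a fitted effect of over 60% in size; hits raise eYFP signal because A3G escapes Vif-driven loss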
# Target sequence (Q9HC16 whole entry, looked up): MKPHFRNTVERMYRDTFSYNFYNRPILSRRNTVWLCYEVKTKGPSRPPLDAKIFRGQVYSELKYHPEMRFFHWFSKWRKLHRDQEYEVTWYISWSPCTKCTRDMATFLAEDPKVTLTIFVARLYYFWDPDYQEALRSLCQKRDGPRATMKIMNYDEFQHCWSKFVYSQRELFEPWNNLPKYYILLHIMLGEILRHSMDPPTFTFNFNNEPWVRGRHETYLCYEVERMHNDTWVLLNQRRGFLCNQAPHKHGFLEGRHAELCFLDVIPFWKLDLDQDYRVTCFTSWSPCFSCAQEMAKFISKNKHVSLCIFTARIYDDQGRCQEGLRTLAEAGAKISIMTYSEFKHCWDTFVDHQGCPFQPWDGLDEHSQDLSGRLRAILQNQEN
#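 HeLa cells stably expressing Vif and C-terminally eYFP-tagged A3G, seeded overnight at 37 deg C, then exposed to compound by pintool overnight at 37 deg C. Rise in yellow fluorescence (Ex 488/Em 500-530, Acumen) marks blocked Vif-driven A3G degradation.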
# GRP78 ERSR act – ER stress response induction in glioma | U87-MG GRP78 promoter luciferase reporter, 16 h | Potency, µM, for inactives: top-dose activation, most hits filed as activators | 420,000 tested, 0.02% active | AID 602332; also: potency is read from the fitted curve at half-maximal effect; series mostly up to about 76 µM; % of control where 0% means no effect; nearly all actives have a fitted effect of over 35% in size
#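 Stably transfected U87-MG human glioma cells carrying a GRP78-based luminescent sensor were seeded at 1000 cells/well, pin-dosed with compounds and incubated 16 h. Luciferase reagent was then added, and end-point luminescence was read after 10 min at room temperature.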
# D2 antag – antagonists of human D2 dopamine receptor; inhibition, % at 10 µM; HEK293 TREx D2 cells, calcium flux, dopamine EC80; AID 485344; 340,000 tested, 2% active; P14416; in the data active = inhibition above about 30%; also: 0% is about no effect
#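 Inhibition of EC80 dopamine-driven calcium flux, recorded kinetically, defines activity here; cells are a tetracycline-induced HEK293 T-REx line expressing force-coupled D2.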
# * hit, by the source's call; u = inconclusive; x = no result given; & = joins results of further samples; [ ] = another dose, or the depositor's remark. Unless noted, calls follow the shape of the dose curve; as a rule, active = well fitted curve in the direction sought with a large enough effect; inconclusive = small, poorly fitted or top-dose-only effect, or another doubt; inactive = no such curve, though single readings can be large; an effect the other way counts as inactive or inconclusive.
# Keys: A = Vif-A3F inh; B = LDHA block; C = D2 ag; D = ERG-DNA inh; E = 12-LOX inh; F = RGS4 inhibitor; G = Vif-APOBEC3G blk; H = GRP78 ERSR act; I = D2 antag
Cc1cccc(NC(=O)NC2(C(=O)NCc3ccco3)CCCCC2)c1
  A: -1%; B: -8; C: -0.2; D: -5%; E: 0%; F: -1%; G: -1%; H: -1%; I: -12

CNC(=O)CN(c1ccc(F)cc1)S(=O)(=O)c1cc(C)ccc1OC
  A: -10%; B: -2; C: -0.9; D: 1%; E: 4%; F: 1%; G: -1%; H: -1%; I: -23

O=C(NC1CC1)C1CC(=O)N(c2ccccc2)C1 (configuration not stated)
  A: -2%; B: -2; C: 0.8; D: 1%; E: -4%; F: -19%; G: -4%; H: -3%; I: -22

N#CC1=C(SCC(=O)Nc2ccccc2)NC(=O)CC1c1ccco1 (configuration not stated)
  A: -9%; B: -5; C: x; D: 1%; E: -23%; F: 19%; G: u; H: 4%; I: x

CC(=O)NC(c1ccccc1)c1nc(-c2ccc(Cl)cc2)cs1 (configuration not stated)
  A: x; B: -4; C: x; D: x; E: -10%; F: x; G: -1%; H: 0%; I: x

Cc1ccccc1NC(=O)CN1C(=O)CCn2nc(-c3cccn3C)cc21
  A: -3%; B: 2; C: 0.1; D: -1%; E: -28%; F: -11%; G: -1%; H: -4%; I: x

CC1CCCC(C)N1/N=C/C=C/c1ccccc1[N+](=O)[O-] (configuration not stated)
  A: 3%; B: 0; C: 2.7; D: -9%; E: 5%; F: -20%; G: 1%; H: 9%; I: -4

Cn1nc(C(C)(C)C)cc1C(=O)NCc1cc(F)cc2c1OCOC2
  A: 8%; B: 2; C: 0.4; D: 2%; E: 424%[activator]; F: 9%; G: 3%; H: -3%; I: 13

O=C(CN1C(=O)NC(Cc2ccccc2)C1=O)Nc1ccccc1 (configuration not stated)
  A: x; B: -2; C: 0.3; D: -16%; E: 0%; F: 4%; G: 1%; H: -8%; I: -8

COC(=O)C1=C(C)N(CCCC(=O)O)C(=O)NC1c1ccccc1OS(=O)(=O)c1ccc([N+](=O)[O-])cc1 (configuration not stated)
  A: 0%; B: -4; C: x; D: -2%; E: 5%; F: 7%; G: 0%; H: -3%; I: x

CC(C(=O)N/N=C/c1ccc(N(C)C)c(Br)c1)N(c1ccccc1)S(C)(=O)=O (configuration not stated)
  A: 1%; B: -2; C: 0.5; D: 7%; E: 86%[activator]; F: -22%; G: -1%; H: 1%; I: 2

CN(C1CCCCC1)C(CNS(=O)(=O)c1ccccc1)c1ccccc1 (configuration not stated)
  A: -11%; B: -2; C: 0.1; D: -3%; E: -2%; F: 14%; G: 0%; H: -3%; I: -3

COc1ccccc1CNc1nc2ccccc2n1CCN1CCCCC1
  A: 7%; B: 0; C: -0.9; D: 4%; E: u; F: -2%; G: -17%; H: -3%; I: -10

Cc1c(S(=O)(=O)N2CCC(C)CC2)c(=O)n(C)c(=O)n1C
  A: -1%; B: -3; C: -0.5; D: -6%; E: -2%; F: 9%; G: 0%; H: -7%; I: 8

CCC1=Nc2cc(C(=O)NCCN(CC)CC)ccc2Sc2ccccc21
  A: -10%; B: -2; C: 0.8; D: -1%; E: -10%; F: 0%; G: 3%; H: -4%; I: x

CCN1CCCC1CNS(=O)(=O)c1c(C)cc(C)cc1C (configuration not stated)
  A: -15%; B: 2; C: 1.2; D: -13%; E: u; F: 21%; G: -3%; H: u; I: 11

CCCOCC(O)COc1ccccc1C(=O)N1CCOCC1 (configuration not stated)
  A: 0%; B: -2; C: 0.7; D: -7%; E: 27%; F: -13%; G: 0%; H: -1%; I: -1

C=CCn1sc(=N)c(C#N)c1N
  A: -6%; B: -5; C: -0.3; D: x; E: 7%; F: 7%; G: 1%; H: -2%; I: 6

Cc1ccc(/C=N/NC(=O)Cn2nc(C)c([N+](=O)[O-])c2C)o1
  A: 15%; B: 17; C: 0.9; D: 0%; E: 191%[activator]; F: -27%; G: -1%; H: -4%; I: 19

CC1(c2ccccn2)Nc2ccccc2-c2nc3ccccc3n21 (configuration not stated)
  A: 12%; B: 1; C: -0.3; D: -1%; E: -16%; F: -14%; G: -4%; H: 3%; I: -17

O=C(CCC1CCCCC1)NC1=NCCS1
  A: -13%; B: -2; C: 0.7; D: -3%; E: 5%; F: 19%; G: 3%; H: -4%; I: -2

Cc1cc(Cl)c(S(=O)(=O)N2CCN(c3cccc(C)c3C)CC2)cc1OCC(N)=O
  A: 0%; B: 0; C: 0.7; D: -5%; E: u; F: -13%; G: 3%; H: -2%; I: 4

Cc1cc(C(=O)COC(=O)c2cc(Cl)c(O)c(Cl)c2)c(C)n1C
  A: 0%; B: -7; C: 0.0; D: 19%; E: 293%[activator]; F: -18%; G: 2%; H: -2%; I: 5

CCOC(=O)c1sc(=S)n(-c2cc(F)ccc2F)c1N
  A: -10%; B: 4; C: 0.0; D: -5%; E: u; F: -52%; G: 0%; H: 3%; I: -10

Cc1ccc(NC=C(S(=O)(=O)c2ccccc2)S(=O)(=O)c2ccccc2)cc1
  A: -2%; B: -5; C: 0.4; D: -7%; E: 7%; F: -16%; G: 2%; H: -1%; I: -2

Cc1ccccc1NC(=O)/C(=C\c1cccs1)NC(=O)c1ccco1
  A: -3%; B: 0; C: 0.5; D: -2%; E: 0%; F: 31%; G: 2%; H: -2%; I: -1

COC(=O)c1cccc(NC(=O)CSc2nnc(COc3cccc(C)c3)n2C)c1
  A: 0%; B: -8; C: -0.4; D: -1%; E: 0%; F: 26%; G: 0%; H: -1%; I: 4

O=C(Nc1ncccc1O)c1ccc2c(c1)OCO2
  A: 7%; B: 9; C: -0.5; D: 0%; E: u; F: -24%; G: 0%; H: 8%; I: 3

O=C(O)CSc1nc(-c2ccccc2)cc(=O)[nH]1
  A: -5%; B: -2; C: -1.2; D: x; E: -5%; F: 5%; G: 0%; H: -4%; I: 22

COc1cccc(OC)c1C(=O)Nc1ccc(Cc2ccncc2)cc1
  A: 13%; B: -10; C: 1.2; D: 2%; E: 7%; F: -7%; G: -1%; H: -1%; I: -2

Cc1cc(C)n(-c2nnc(C)n2/N=C/c2ccccc2O)n1
  A: 6%; B: 2; C: x; D: -13%; E: 5%; F: 22%; G: 1%; H: 0%; I: x

COc1cc(OC)c2c(O)c3c(c(-c4c5c(c(O)c6c(OC)cc(OC)cc46)CO[C@@H](C)[C@H]5O)c2c1)[C@H](O)[C@H](C)OC3
  A: 3%; B: 10; C: 15; D: 33%[activator]; E: x; F: u; G: -5%; H: -2%; I: -22

Cc1cc(C)n(Cc2ccc(C(=O)N/N=C/c3ccc(-c4ccc([N+](=O)[O-])cc4)o3)o2)n1
  A: -2%; B: -65*; C: 1.6; D: -15%; E: u; F: u; G: -2%; H: -7%; I: -11

CCN(CC)CCNc1c2c(c(C#N)c3nc4ccccc4n13)CCCC2
  A: -9%; B: 3; C: 0.0; D: 2%; E: -19%; F: -5%[56.9 µM]; G: -7%; H: -9%; I: 15

CCOc1ccc(-n2c(SCC(=O)N3CCOCC3)nc3c([nH]c4ccccc43)c2=O)cc1
  A: -2%; B: 1; C: -1.7; D: -8%; E: -29%; F: 16%; G: -10%; H: 0%; I: x

NC(=O)C1CCCN(C(=O)c2cccc(S(=O)(=O)N(Cc3ccccc3)c3ccccc3)c2)C1 (configuration not stated)
  A: 4%; B: -2; C: -0.1; D: -7%[15.4 µM]; E: -1%; F: -34%; G: 0%; H: -4%; I: -35

CCc1nc2c(OCc3ccc(Cl)cc3)cccn2c1N(C)C(=O)c1cccs1
  A: x; B: 0; C: x; D: x; E: u; F: x; G: -14%; H: -5%; I: x

O=C(Cc1ccc(Cl)cc1)N1CCN(c2ccc(F)cc2)CC1
  A: -18%; B: 8; C: x; D: 13%; E: 3%; F: -19%[56.9 µM]; G: -6%; H: 0%; I: x

O=C(C1CC1)N1CCN=C1SCc1ccccc1
  A: -13%; B: -4; C: 0.1; D: -3%; E: 5%; F: -2%; G: 2%; H: -3%; I: -23

Cc1ccc([N+](=O)[O-])c(C)[n+]1C
  A: -10%; B: 5; C: 0.5; D: -3%; E: u; F: -13%; G: 3%; H: -5%; I: 1

Cc1cccc(C)c1NC(=O)COC(=O)c1ccc2c(c1)OCO2
  A: -5%; B: 0; C: 2.3; D: 1%; E: 0%; F: -17%; G: 8%; H: 0%; I: -3

CS(=O)(=O)c1ccc2nc(NC(=O)C3CCCO3)sc2c1 (configuration not stated)
  A: -12%; B: -3; C: -0.2; D: 8%; E: -7%; F: 0%; G: 4%; H: 0%; I: -8

CCCCN(CCCC)CCNC(=O)c1cn(CC)c2ccc(S(=O)(=O)N3CCc4ccccc4C3)cc2c1=O
  A: 4%&3%; B: -3&2; C: -1.2&-0.9; D: 1%&1%; E: -5%&-24%; F: 18%&-1%; G: 0%&1%; H: -4%&4%; I: -10

# Assay outcomes: PubChem BioAssay, National Center for Advancing Translational Sciences (NCATS)

# Some of the compounds tested (hit frequency here may not be typical).
